APOBEC3G inh – APOBEC3G DNA deaminase inhibitors, primary screen, biochemical, fluorescence, single-stranded DNA substrate, uHTS. DNA dC->dU-editing enzyme APOBEC-3G (Homo sapiens), Q9HC16. recombinant A3G, ssDNA deamination FAM/TAMRA fluorescence. inhibition, % at 20 µM. 330,000 tested, 0.28% active. AID 493012, 2011;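 active means inhibition of at least 40% at 20 µM, with no more than 30% in the related APOBEC3A deaminase screen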;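 further: plate controls were DMSO wells with A3G for no effect and wells lacking A3G enzyme for full effect; some compounds called inactive have numbers as strong as hits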
Target sequence (Q9HC16 whole entry, looked up): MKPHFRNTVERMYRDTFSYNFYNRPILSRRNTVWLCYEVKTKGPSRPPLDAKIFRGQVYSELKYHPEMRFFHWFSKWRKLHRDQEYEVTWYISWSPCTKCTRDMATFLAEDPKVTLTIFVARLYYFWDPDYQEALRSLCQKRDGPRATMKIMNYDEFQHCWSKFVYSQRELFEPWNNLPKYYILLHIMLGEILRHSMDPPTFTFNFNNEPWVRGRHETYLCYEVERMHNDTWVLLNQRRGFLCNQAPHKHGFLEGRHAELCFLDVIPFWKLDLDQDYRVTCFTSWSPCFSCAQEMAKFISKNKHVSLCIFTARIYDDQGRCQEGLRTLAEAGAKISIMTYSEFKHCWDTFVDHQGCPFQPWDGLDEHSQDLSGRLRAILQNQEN
NR3A LBD binder – binders of NR3A ligand-binding domain, primary screen, biophysical, differential scanning fluorimetry, uHTS; Glutamate receptor ionotropic, NMDA 3A (GRIN3A) ligand-binding domain; NR3A LBD differential scanning fluorimetry, Tm shift; 0% = protein alone, 100% = glycine-bound protein; Tm shift relative to glycine control, % at 25 µM; 340,000 tested, 2.5% active;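 active means melting temperature shift of at least 10% of the positive control shift, at one fixed dose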
MIN6 prolif – inducers of MIN6 beta-cell proliferation, primary screen, ATP luminescence, uHTS. MIN6 cells proliferation, ATPlite luminescence, 48 h; cells starved in 0.2% serum; 100% = growth in 10% serum. proliferation, % at 10 µM. 330,000 tested, 0.29% active. AID 2380, 2010;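 active means compounds whose signal lies at least 3.5 SD above the mean of all wells on their plate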;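 further: 0% = DMSO-treated cells in low-serum medium and 100% = 10% serum control; some compounds called inactive have numbers as strong as hits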
hIAP activ – human IAP activators, primary screen, biochemical, luminescence, uHTS; Intestinal-type alkaline phosphatase (Homo sapiens), P09923; purified human IAP, CDP-Star luminescence, 30 min; active compounds read high; 1 = vehicle-only enzyme, 0 = enzyme-free background; activation factor at 10 µM; 330,000 tested, 0.16% active; AID 2524, 2010;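 active means activation factor of the enzyme at least 2-fold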; further: the source names both 10 and 20 µM as test concentration; values of inactives mirror those of a sister screen read the other way
hIAP block – human IAP inhibitors, primary screen, biochemical, luminescence, uHTS | 330,000 tested, 0.12% active | inhibition, % at 10 µM | purified IAP, CDP-Star luminescence, 30 min | Intestinal-type alkaline phosphatase (Homo sapiens), P09923;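 active means inhibition reaching a set limit with compound at 10 µM in the primary screen, cut at about 35% in these data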;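 further: plate controls were DMSO wells with enzyme for no effect and no-enzyme buffer wells for full effect; values of inactives mirror those of a sister screen read the other way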
mIAP inh – inhibitors of mouse IAP, primary screen, biochemical, luminescence, uHTS. purified mouse IAP, CDP-Star luminescence, 30 min. inhibition, % at 10 µM. 330,000 tested, 0.2% active;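 active means inhibition of at least 40% at 10 µM in the primary screen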;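 further: plate controls were DMSO with enzyme for no effect and no enzyme wells for full effect; values of inactives mirror those of a sister screen read the other way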
mIAP act – activators of mouse IAP, primary screen, biochemical, luminescence, uHTS. activation factor at 10 µM. muIAP, CDP-Star luminescence, 30 min; active compounds read high; 1 = vehicle-only enzyme signal, 0 = enzyme-free wells. AID 2805, 2010. intestinal alkaline phosphatase [Mus musculus]. 330,000 tested, 0.24% active;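 active means activation factor of at least 2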; further: the source names both 10 and 20 µM as test concentration; values of inactives mirror those of a sister screen read the other way
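also added = chemiluminescent substrate CDP-Star | test system = mouse IAP enzyme | signal = chemiluminescence readout | compound = DMSO-dissolved test compounds | incubation = 30 min at room temperature | benchmarks = DMSO wells, no-enzyme wells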
APOBEC3A inh – APOBEC3A ssDNA deaminase inhibitors, primary screen, selectivity assay for APOBEC3G inhibitor project, biochemical, FAM/TAMRA oligo cleavage fluorescence; DNA dC->dU-editing enzyme APOBEC-3A (Homo sapiens), P31941; recombinant A3A, FAM/TAMRA ssDNA deamination fluorescence; inhibition, % at 20 µM; 330,000 tested, 0.41% active;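 active means at least 40% inhibition at 20 µM here, with at most 30% in a related deaminase screen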;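 further: plate controls were A3A with DMSO for no effect and wells lacking A3A enzyme for full effect; some results filed as inactive read as strong as hits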
Target sequence (P31941 whole entry, looked up): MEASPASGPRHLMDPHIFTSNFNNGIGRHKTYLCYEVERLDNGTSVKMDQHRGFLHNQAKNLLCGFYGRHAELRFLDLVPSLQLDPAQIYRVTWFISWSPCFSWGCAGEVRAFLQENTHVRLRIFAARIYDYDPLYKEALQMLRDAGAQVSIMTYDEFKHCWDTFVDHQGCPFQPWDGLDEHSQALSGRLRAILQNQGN
MPTP block – mitochondrial permeability transition pore inhibitors, primary screen, biochemical, isolated mouse mitochondria, absorbance. Ca2+ swelling absorbance, 30 min. inhibition, % at 10 µM. 360,000 tested, 1.4% active. AID 602449, 2012;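 active means inhibition of 50% or more, scaled per plate between neutral and stimulator controls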;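 further: 0% = DMSO wells given calcium and 100% = 1 mM EGTA wells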
Active calls of the source: *.

`O=C1NNC(=O)C1c1ccccc1` gave APOBEC3G inh -9, NR3A LBD binder 1, MIN6 prolif -2, hIAP activ 1.1, hIAP block -13, mIAP inh 1, mIAP act 0.99, APOBEC3A inh -4 and MPTP block 1.7.
COc1cc2c(cc1OC)C(c1ccccc1N)=NCC2 was read as APOBEC3G inh -5, NR3A LBD binder 4, MIN6 prolif -2, hIAP activ 0.94, hIAP block 6, mIAP inh -2, mIAP act 1, APOBEC3A inh -1 and MPTP block -0.5.
`CCN(CC)C(=O)C1CC(=O)OC12CCCCC2` (stereo unspecified) gave APOBEC3G inh -5, NR3A LBD binder 4, MIN6 prolif -2, hIAP activ 1, hIAP block -3, mIAP inh 2, mIAP act 0.98, APOBEC3A inh 18 and MPTP block 0.3.
`Cc1cccc2sc(NC(=O)CSc3cn[nH]n3)nc12` gave APOBEC3G inh -2, NR3A LBD binder 0, MIN6 prolif 0, hIAP activ 1.1, hIAP block -15, mIAP inh 10, mIAP act 0.91, APOBEC3A inh 2 and MPTP block 1.7.
COc1ccc(C(=O)N2CCc3cc(OC)c(OC)cc3C2c2ccc(OC)c(OC)c2)cc1OC (stereo unspecified) was read as APOBEC3G inh -9, NR3A LBD binder -1, MIN6 prolif 6, hIAP activ 1.1, hIAP block -13, mIAP inh -3, mIAP act 1, APOBEC3A inh 59* and MPTP block -0.9.
For c1ccc2c(c1)CCN(c1nc3cc4c(cc3s1)OCCO4)C2 the results were APOBEC3G inh -7, NR3A LBD binder 3, MIN6 prolif -6, hIAP activ 1.4, hIAP block -39, mIAP inh 0, mIAP act 1, APOBEC3A inh -5 and MPTP block -0.1.
For CCN(Cc1ccncc1)C(=O)c1cc(COc2ccc(OC)cc2Cl)on1 the results were APOBEC3G inh -6, NR3A LBD binder -2, MIN6 prolif -2, hIAP activ 1.1, hIAP block -14, mIAP inh 8, mIAP act 0.92, APOBEC3A inh -5 and MPTP block -1.9.
For CCCCOc1ccc(C(=O)NCC(=O)NCCOc2ccccc2OC)cc1 the results were APOBEC3G inh -7, NR3A LBD binder 1, MIN6 prolif 2, hIAP activ 0.84, hIAP block 16, mIAP inh 5, mIAP act 0.95, APOBEC3A inh -5 and MPTP block -0.3.
Screening CCN(CC)CCN(C(=O)C1=COCCO1)c1nc2ccc(C)cc2s1 returned APOBEC3G inh -5, NR3A LBD binder 3, MIN6 prolif 4, hIAP activ 0.9, hIAP block 10, mIAP inh 0, mIAP act 1, APOBEC3A inh -3 and MPTP block 1.2.
S=c1[nH]nc(-c2ccc(Cl)cc2Cl)n1Cc1ccccc1 was read as APOBEC3G inh -3, NR3A LBD binder 0, MIN6 prolif 2, hIAP activ 1.1, hIAP block -7, mIAP inh 2, mIAP act 0.98, APOBEC3A inh 0 and MPTP block 2.8.
`O=C(Cn1cncn1)NCc1cccc(OC(F)F)c1` gave APOBEC3G inh 5, NR3A LBD binder -4, MIN6 prolif 3, hIAP activ 0.83, hIAP block 17, mIAP inh 2, mIAP act 0.98, APOBEC3A inh 1 and MPTP block 1.3.
For CCOC(=O)c1c(-c2ccc(OC)cc2)csc1NC(=O)CNCc1ccco1 the results were APOBEC3G inh -4, NR3A LBD binder 2, MIN6 prolif -5, hIAP activ 0.99, hIAP block 0, mIAP inh -4, mIAP act 1, APOBEC3A inh 1 and MPTP block 0.0.
For CCN(CC)CCN1C(=O)c2ccccc2NC1c1ccc(C)cc1 (stereo unspecified) the results were APOBEC3G inh -3, NR3A LBD binder 14*, MIN6 prolif 2, hIAP activ 1.1, hIAP block -13, mIAP inh -6, mIAP act 1.1, APOBEC3A inh 0 and MPTP block 0.8.
`CC(C)N(C=O)C1(C(=O)NC2CCCCC2)CCCCC1` gave APOBEC3G inh -7, NR3A LBD binder 2, MIN6 prolif 2, hIAP activ 0.92, hIAP block 8, mIAP inh 6, mIAP act 0.94, APOBEC3A inh -5 and MPTP block 0.6.
For CC(C)NC(=S)Nc1ccc2cn[nH]c2c1 the results were APOBEC3G inh -10, NR3A LBD binder 0, MIN6 prolif 1, hIAP activ 0.93, hIAP block 7, mIAP inh 10, mIAP act 0.9, APOBEC3A inh -5 and MPTP block 7.1.
Screening Cc1ccc(C)c(NC(=O)c2cc3ccccc3o2)c1 returned APOBEC3G inh 3, NR3A LBD binder 1, MIN6 prolif -3, hIAP activ 0.92, hIAP block 8, mIAP inh 2, mIAP act 0.98, APOBEC3A inh 5 and MPTP block -1.3.
Screening CN1Cc2c(N3CCOCC3)nc(SCCC#N)c(C#N)c2CC1(C)C returned APOBEC3G inh -7, NR3A LBD binder -2, MIN6 prolif 0, hIAP activ 0.95, hIAP block 5, mIAP inh 3, mIAP act 0.97, APOBEC3A inh -1 and MPTP block 1.0.
COc1ccc(NC2CCCN(C(=O)CCCn3cncn3)C2)cc1OC (stereo unspecified) was read as APOBEC3G inh -6, NR3A LBD binder -1, MIN6 prolif 9, hIAP activ 1.2, hIAP block -23, mIAP inh -2, mIAP act 1, APOBEC3A inh -3 and MPTP block -0.1.
`ON=C1/C(=N\O)CC2(C/C1=N/O)OCCO2` gave APOBEC3G inh 4, NR3A LBD binder -13, MIN6 prolif -1, hIAP activ 0.97, hIAP block 3, mIAP inh 4, mIAP act 0.96, APOBEC3A inh 7 and MPTP block -1.8.
For CCN(CC)C(c1ccc(F)cc1)c1nnnn1C1CCCCC1 (stereo unspecified) the results were APOBEC3G inh -6, NR3A LBD binder -1, MIN6 prolif -2, hIAP activ 1.2, hIAP block -20, mIAP inh -2, mIAP act 1, APOBEC3A inh -5 and MPTP block 3.9.
`COc1ccc(CN=C2Nc3ccccc3CS2)cc1` gave APOBEC3G inh 0, NR3A LBD binder 1, MIN6 prolif -2, hIAP activ 0.98, hIAP block 2, mIAP inh 0, mIAP act 0.99, APOBEC3A inh 2 and MPTP block 5.5.
`CCc1nccn1CCC(=O)NC1CC(C)(C)Cc2c1cnn2-c1ccc(C)cc1` (stereo unspecified) gave APOBEC3G inh -2, NR3A LBD binder 1, MIN6 prolif -1, hIAP activ 1.2, hIAP block -20, mIAP inh -6, mIAP act 1.1, APOBEC3A inh 1 and MPTP block -0.6.
`Cc1ccc(-c2nc3cccnc3s2)cc1NC(=O)C1c2ccccc2Oc2ccccc21` gave APOBEC3G inh -3, NR3A LBD binder -6, MIN6 prolif -4, hIAP activ 0.88, hIAP block 12, mIAP inh 3, mIAP act 0.97, APOBEC3A inh -5 and MPTP block 0.6.
For C/C(=N/NS(=O)(=O)c1ccccc1)c1c[nH]c2ccccc12 the results were APOBEC3G inh -13, NR3A LBD binder 2, MIN6 prolif -3, hIAP activ 0.76, hIAP block 24, mIAP inh 4, mIAP act 0.95, APOBEC3A inh -3 and MPTP block 0.0.
`CCCC(NS(=O)(=O)c1ccc(Br)cc1)C(=O)O` (stereo unspecified) gave APOBEC3G inh -7, NR3A LBD binder -2, MIN6 prolif -4, hIAP activ 1.2, hIAP block -24, mIAP inh 2, mIAP act 0.98, APOBEC3A inh 0 and MPTP block -0.7.
Screening Cc1cc([N+](=O)[O-])nn1Cc1ccc(C(=O)N/N=C/c2ccccc2)cc1 returned APOBEC3G inh -3, NR3A LBD binder -3, MIN6 prolif -3, hIAP activ 0.99, hIAP block 1, mIAP inh 10, mIAP act 0.9, APOBEC3A inh 2 and MPTP block -0.8.
Screening CC(C)N1CCC(N2CCN(Cc3ccc(Oc4ncccn4)cc3)CC2CCO)CC1 (stereo unspecified) returned APOBEC3G inh 3, NR3A LBD binder 0, MIN6 prolif 0, hIAP activ 1.1, hIAP block -7, mIAP inh 0, mIAP act 1, APOBEC3A inh -3 and MPTP block 0.1.
`CC(=O)Nc1ccc(S(=O)(=O)N2CCc3cc4c(cc3C2)OCCCO4)cc1` gave APOBEC3G inh -7, NR3A LBD binder 1, MIN6 prolif -1, hIAP activ 1.2, hIAP block -16, mIAP inh -6, mIAP act 1.1, APOBEC3A inh -4 and MPTP block 0.8.
Screening CCCN1C(=O)C(O)(CC(=O)c2ccc3c(c2)OCCO3)c2ccccc21 (stereo unspecified) returned APOBEC3G inh -2, NR3A LBD binder -2, MIN6 prolif -2, hIAP activ 0.78, hIAP block 22, mIAP inh 5, mIAP act 0.95, APOBEC3A inh 4 and MPTP block -3.5.
`Cc1ccc(/C=N/NC(=O)CNC(=O)c2ccc(S(=O)(=O)N(C)C)cc2)o1` gave APOBEC3G inh -7, NR3A LBD binder 1, MIN6 prolif -3, hIAP activ 0.89, hIAP block 11, mIAP inh 10, mIAP act 0.9, APOBEC3A inh -4 and MPTP block -0.2.
`Cc1c(Cc2ccccc2)c(=O)oc2cc(OCc3ccc(C(=O)O)cc3)ccc12` gave APOBEC3G inh -5, NR3A LBD binder -5, MIN6 prolif -3, hIAP activ 0.84, hIAP block 16, mIAP inh 12, mIAP act 0.88, APOBEC3A inh -3 and MPTP block -0.2.
`COc1cccc(-c2nc(CS(=O)(=O)CC(=O)Nc3cccc(C)c3C)c(C)o2)c1` gave APOBEC3G inh -5, NR3A LBD binder -2, MIN6 prolif -1, hIAP activ 0.95, hIAP block 5, mIAP inh -9, mIAP act 1.1, APOBEC3A inh -5 and MPTP block -2.1.
For Cc1[nH]c2ccccc2c1C1=NNC(=Nc2ccc(F)cc2)SC1 the results were APOBEC3G inh -3, NR3A LBD binder 12*, MIN6 prolif -6, hIAP activ 1.2, hIAP block -18, mIAP inh 8, mIAP act 0.92, APOBEC3A inh 0 and MPTP block 0.6.
Screening Cc1nc(N)sc1N=Nc1ccccc1C(F)(F)F returned APOBEC3G inh 9, NR3A LBD binder -6, MIN6 prolif -1, hIAP activ 0.71, hIAP block 29, mIAP inh -1, mIAP act 1, APOBEC3A inh 4 and MPTP block 1.2.
For CC(C)N(Cc1nc(-c2ccc(Cl)cc2)no1)C(=O)C12CC3CC(CC(C3)C1)C2 the results were APOBEC3G inh -5, NR3A LBD binder 2, MIN6 prolif -3, hIAP activ 0.99, hIAP block 1, mIAP inh -6, mIAP act 1.1, APOBEC3A inh -7 and MPTP block -2.9.
Screening O=C(O)c1cccc2c1C(=O)c1ccccc1-2 returned APOBEC3G inh -14, NR3A LBD binder 0, MIN6 prolif 1, hIAP activ 0.92, hIAP block 8, mIAP inh 2, mIAP act 0.98, APOBEC3A inh -4 and MPTP block 1.7.

Compound activity: PubChem, Sanford-Burnham Center for Chemical Genomics
